ARNT TACC3 PPI = disruptors of ARNT/TACC3 protein interaction, primary screen, biochemical, AlphaScreen, single concentration. Transforming acidic coiled-coil-containing protein 3 (Homo sapiens), Q9Y6A5. AlphaScreen His-ARNT PAS-B/GST-TACC3 binding, luminescence; TACC3 fragment carries E629A point mutation. inhibition, % at 9.99 µM. 390,000 compounds, 0.66% hits;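 active = mean inhibition of replicates at least 50% and at least half of replicates each reaching 50%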;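 also: 0% = complete ARNT plus TACC3 wells and 100% = ARNT alone without TACC3; many hits fall short of the cut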
F508del corr = F508del CFTR correction, initial screen, CFBE line, single point; 350,000 compounds, 0.36% hits; CFBE cells, YFP halide quenching; stimulated with forskolin plus potentiator P3; % fluorescence drop versus neutral controls; activity (quench increase), % at 7.58 µM; AID 720511, 2013;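 active = mean added fluorescence quench of at least 8% versus neutral control, with both replicates also reaching 8%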;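 also: cells transiently co-express mutant CFTR-F508del with the halide-sensitive YFP; corrector assay measuring rescue of mutant channel to the surface after 24 h compound exposure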
RAD52 inh = RAD52 DNA annealing inhibitors, primary screen, biochemical, FRET, single point, set 2. DNA repair protein RAD52 homolog (Homo sapiens), P43351. recombinant RAD52 DNA annealing, FRET fluorescence. inhibition, % at 18.7 µM. 360,000 compounds, 0.46% hits;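 active = every replicate showing at least 50% inhibition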
GSIS activator = GLuc luminescence reporter in INS-1E cells, primary screen for activators of glucose-dependent secretion of insulin; 370,000 compounds, 0.61% hits; AID 743287, 2014; INS-1E GLuc reporter insulin secretion, 2-3 h; activation, % at 16.6 µM;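 active = lowest replicate activation of at least 40%, so every replicate reaches that level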;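 also: 0% = median of neutral control wells and 100% = median of IBMX positive control wells; some compounds called inactive have numbers as strong as hits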
ERAP1 inh = human ERAP1 aminopeptidase inhibitors, primary screen, biochemical, single point, plate reader; Endoplasmic reticulum aminopeptidase 1 (Homo sapiens), Q9NZ08; AID 652197, 2013; 340,000 compounds, 0.15% hits; recombinant ERAP1, Leu-AMC fluorescence, 60 min; inhibition, % at 10.7 µM;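 active = mean replicate inhibition of at least 30%, or all replicates individually reaching that 30% level; inactive = mean below 30% and not every replicate reaching it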;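 also: 0% = neutral control wells and 100% = L-leucinethiol positive control wells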
XiGFP reactiv = activators of inactive X chromosome reactivation, primary screen, imaging, XiGFP fibroblasts, GFP high-content imaging, set 2; XiGFP mouse fibroblasts, % GFP-positive cells imaging, 3 d; cells co-treated with 5-aza-dC sensitizer; scaled so ellipticine positive control = 100%; activation, % at 7.58 µM; 360,000 compounds, 0.055% hits;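 active = mean normalized replicate activation at least 10% and every replicate at or above 10%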;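 also: 0% = median of on-plate neutral control wells and 100% = ellipticine 6 µM median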
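Assay system: SV40-immortalized XiGFP fibroblast cells, line 68-5-11; buffer or medium: DMEM plus 5-aza-dC sensitizer; compound: one concentration, pinned; timing: compounds 3 days, fix/stain 15 min at room temperature; benchmarks: positive control ellipticine, 6 µM final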
RAD54 branch = inhibitors of human RAD54 branch migration, primary screen, biochemical, fluorescence, single point; DNA repair and recombination protein RAD54-like (Homo sapiens), Q92698; RAD54 Holliday junction branch migration, FAM/BHQ fluorescence; inhibition, % at 10.4 µM; 360,000 compounds, 0.14% hits; AID 602329, 2012;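 active = mean normalized replicate activity at least 40 and at least half of replicates scoring 40 or more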;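 also: 0% = median of neutral control wells and 100% = median of positive control wells; inhibitors cause a drop in the FAM fluorescence signal; in these data hits start at about 50%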
Target sequence (Q92698 whole entry, looked up): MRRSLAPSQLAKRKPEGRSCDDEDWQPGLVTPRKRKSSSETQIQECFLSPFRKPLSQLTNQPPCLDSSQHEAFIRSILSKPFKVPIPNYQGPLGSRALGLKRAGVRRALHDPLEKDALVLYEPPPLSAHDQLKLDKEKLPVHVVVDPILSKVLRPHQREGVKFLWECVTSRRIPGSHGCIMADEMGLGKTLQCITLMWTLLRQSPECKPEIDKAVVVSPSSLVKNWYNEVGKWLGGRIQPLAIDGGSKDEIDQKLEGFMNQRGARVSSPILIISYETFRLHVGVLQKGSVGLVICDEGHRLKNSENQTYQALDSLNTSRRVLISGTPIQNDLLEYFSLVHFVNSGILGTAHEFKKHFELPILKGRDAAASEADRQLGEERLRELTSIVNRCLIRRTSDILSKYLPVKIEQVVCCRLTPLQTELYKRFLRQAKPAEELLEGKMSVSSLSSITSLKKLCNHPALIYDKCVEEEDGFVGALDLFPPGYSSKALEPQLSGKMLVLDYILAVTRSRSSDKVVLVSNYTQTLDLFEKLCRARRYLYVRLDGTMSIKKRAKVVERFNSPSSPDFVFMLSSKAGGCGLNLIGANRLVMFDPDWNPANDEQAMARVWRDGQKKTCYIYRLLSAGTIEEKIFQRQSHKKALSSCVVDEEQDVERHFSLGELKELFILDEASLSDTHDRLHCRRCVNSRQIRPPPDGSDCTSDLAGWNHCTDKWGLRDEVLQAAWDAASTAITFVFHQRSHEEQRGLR
esBAF inh = Bmi1 luciferase reporter increase in mESCs, primary screen, esBAF inhibitor project, mouse ES cells, Bmi1 luciferase knock-in, single point; 24 h; 100% = twice the neutral-well signal; reporter increase, % at 12.5 µM; 350,000 compounds, 2% hits; in the data active = activation above about 40%;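 also: 0% = median of the plate's neutral control wells and 100% = double that signal; a rise in the Bmi1 reporter signal indicates esBAF inhibition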
The depositor's hits bear a star. No enrichment for hits; any-hit rate near 3.3%.

Screening COCC(=O)N1[C@H](CO)[C@@H]2c3ccccc3N(C(=O)c3ccccc3)C[C@@H]21 returned ARNT TACC3 PPI -5, F508del corr 2.1, RAD52 inh -2, GSIS activator 12, ERAP1 inh 0, XiGFP reactiv 0.2, RAD54 branch 2 and esBAF inh -11.
Screening c1ccc(COC2COC3C(OCc4ccccc4)COC23)cc1 (stereo unspecified) returned ARNT TACC3 PPI -8, F508del corr 0.8, RAD52 inh -14, GSIS activator -1, ERAP1 inh -2, XiGFP reactiv 0.0, RAD54 branch -6 and esBAF inh -2.
COc1ccccc1-c1cn(CC[C@H]2CC[C@H](NC(=O)C3CC3)[C@@H](CO)O2)nn1 was read as ARNT TACC3 PPI -9, F508del corr 1.0, RAD52 inh -17, GSIS activator -4, ERAP1 inh 1, XiGFP reactiv 0.3, RAD54 branch 2 and esBAF inh -24.
For O=C(NCc1ccccc1)C1CCCN1S(=O)(=O)c1cccc2cccnc12 (stereo unspecified) the results were ARNT TACC3 PPI -1, F508del corr 0.7, RAD52 inh -30, GSIS activator -2, XiGFP reactiv 0.1, RAD54 branch -18 and esBAF inh 2.
CCCCN(C(=O)c1ccc(NC2CC2)c([N+](=O)[O-])c1)c1c(N)n(CC(C)C)c(=O)[nH]c1=O was read as ARNT TACC3 PPI -6, F508del corr 0.0, RAD52 inh -13, ERAP1 inh 3, XiGFP reactiv -0.8, RAD54 branch 12 and esBAF inh -1.
Screening O=C(c1ccc(S(=O)(=O)N2CCCC2)cc1)N1CCCC(C(F)(F)F)C1 (stereo unspecified) returned ARNT TACC3 PPI 11, F508del corr -1.8, RAD52 inh 8, GSIS activator -4, ERAP1 inh -2, XiGFP reactiv 0.0 and RAD54 branch -8.
Screening COc1ccc(C=O)cc1CN1C(=O)c2ccccc2C1=O returned ARNT TACC3 PPI -5, F508del corr -0.6, RAD52 inh -34, GSIS activator 25, ERAP1 inh -1, XiGFP reactiv 0.0, RAD54 branch -3 and esBAF inh -5.
COc1ccccc1-c1ccc2c(c1)O[C@H](CN(C)C(=O)c1cccnc1)[C@@H](C)CN([C@H](C)CO)S2(=O)=O was read as F508del corr 0.6, GSIS activator 13, XiGFP reactiv -1.9 and esBAF inh 1.
Screening NCC[C@@H]1CC[C@H](NC(=O)C2CC2)[C@@H](CO)O1 returned F508del corr 1.0, RAD52 inh -21, GSIS activator 8, ERAP1 inh -1 and XiGFP reactiv 0.2.
CCN1CCC(CN2CCNC2=S)CC1 was read as ARNT TACC3 PPI -1, F508del corr 6.6, RAD52 inh -13, GSIS activator -5, XiGFP reactiv 0.2, RAD54 branch -15 and esBAF inh -2.
Screening COc1ccccc1-c1ccccc1[C@H]1[C@@H](CO)N(C(=O)C2CC2)[C@H]1C#N returned F508del corr 1.2, RAD52 inh 0, GSIS activator 16, ERAP1 inh 0 and XiGFP reactiv 0.2.
`COc1ccc(NC(=O)Nc2cccc3c2O[C@H](CN(C)S(=O)(=O)c2ccc(C)cc2)[C@@H](C)CN([C@H](C)CO)C3=O)cc1` gave ARNT TACC3 PPI 0, F508del corr 1.9, RAD52 inh -2, GSIS activator 9, ERAP1 inh 0, XiGFP reactiv 0.3, RAD54 branch 4 and esBAF inh 7.
`COc1cccc(/C=C2/CCC(CN(C)C)C2=O)c1` (stereo unspecified) gave ARNT TACC3 PPI -1, F508del corr 2.1, RAD52 inh 5, ERAP1 inh -2 and XiGFP reactiv 0.0.
COc1ccc(CCNC(=O)c2cc3c(=O)n4cccc(C)c4nc3n(CCCN3CCOCC3)c2=N)cc1 was read as ARNT TACC3 PPI -7, F508del corr 0.0, RAD52 inh -12, GSIS activator -3, ERAP1 inh -7, XiGFP reactiv 0.1, RAD54 branch 59* and esBAF inh -4.
CN1C(=O)c2cc(NC(=O)NC3CCCC3)ccc2OC[C@H]2O[C@@H](CC(=O)NC3CCC3)CC[C@H]21 was read as F508del corr 0.7, GSIS activator -6, XiGFP reactiv 0.3, RAD54 branch 9 and esBAF inh 5.
`CCOC(=O)C1(CC2CCCCO2)CCN(C(=O)Nc2ccc(SC)cc2)CC1` (stereo unspecified) gave ARNT TACC3 PPI -1, F508del corr -0.8, RAD52 inh -7, GSIS activator -28, ERAP1 inh 3 and XiGFP reactiv 0.3.
Cc1cc(C(=O)CSc2nc(N)cc(=O)[nH]2)c(C)n1CC1CCCO1 (stereo unspecified) was read as ARNT TACC3 PPI -2, F508del corr 3.2, RAD52 inh -33, ERAP1 inh -3, XiGFP reactiv 0.3, RAD54 branch -7 and esBAF inh 7.
NS(=O)(=O)c1ccc(CNC(=O)CSc2ccccc2)cc1 was read as ARNT TACC3 PPI -6, F508del corr 2.8, RAD52 inh -18, GSIS activator -4, ERAP1 inh 1, XiGFP reactiv 0.0, RAD54 branch -6 and esBAF inh -2.
Screening CCN(CCCNC(=O)c1cc2c(-c3cccc(OC)c3)nn(C)c2s1)Cc1ccccc1 returned ARNT TACC3 PPI 6, F508del corr -7.6, RAD52 inh -1, GSIS activator -30, ERAP1 inh 2, XiGFP reactiv 0.0, RAD54 branch 29 and esBAF inh -5.
Screening Cc1ccc(S(=O)(=O)N(C)C[C@@H]2OCCCC[C@@H](C)Oc3ccc(N(C)C)cc3C(=O)N([C@H](C)CO)C[C@H]2C)cc1 returned ARNT TACC3 PPI 6, F508del corr 2.2, RAD52 inh 11, GSIS activator -7, ERAP1 inh -5, XiGFP reactiv 0.2, RAD54 branch -12 and esBAF inh 13.

Ordered by count of non-hydrogen atoms (smallest number first): part of the list above
Screening COc1ccccc1-c1ccccc1[C@H]1[C@@H](CO)N(C(=O)C2CC2)[C@H]1C#N returned F508del corr 1.2, RAD52 inh 0, GSIS activator 16, ERAP1 inh 0 and XiGFP reactiv 0.2.
CCCCN(C(=O)c1ccc(NC2CC2)c([N+](=O)[O-])c1)c1c(N)n(CC(C)C)c(=O)[nH]c1=O was read as ARNT TACC3 PPI -6, F508del corr 0.0, RAD52 inh -13, ERAP1 inh 3, XiGFP reactiv -0.8, RAD54 branch 12 and esBAF inh -1.
COc1ccccc1-c1ccc2c(c1)O[C@H](CN(C)C(=O)c1cccnc1)[C@@H](C)CN([C@H](C)CO)S2(=O)=O was read as F508del corr 0.6, GSIS activator 13, XiGFP reactiv -1.9 and esBAF inh 1.

Next section:
For O=C(NC(=S)N1CCN(c2ccc([N+](=O)[O-])cc2)CC1)c1ccc(F)cc1 the results were ARNT TACC3 PPI 5, RAD52 inh -34, GSIS activator 2, ERAP1 inh 2, XiGFP reactiv 0.0 and RAD54 branch 1.
`CSCc1cc(N(C)C)nc(SCc2ccc(Cl)c(Cl)c2)n1` gave ARNT TACC3 PPI 6, F508del corr 1.9, RAD52 inh -27, GSIS activator 1 and ERAP1 inh -1.
`Cc1cc(=O)n2[nH]c(SCc3ccc(Cl)cc3)nc2n1` gave ARNT TACC3 PPI -19, F508del corr 0.1, RAD52 inh 2, ERAP1 inh 0, XiGFP reactiv 0.0, RAD54 branch 15 and esBAF inh 4.
Screening O=C1NC[C@H](CCCCN2CCN(Cc3ccccc3)C(=O)C2=O)N(CCC2CCCCC2)C1=O returned F508del corr 1.5, RAD52 inh -18, GSIS activator 50 and XiGFP reactiv 0.0.
Screening C[C@H](CO)N1C[C@H](C)[C@@H](CN(C)Cc2ccc(C(=O)O)cc2)Oc2ccc(NC(=O)CCCN(C)C)cc2C1=O returned ARNT TACC3 PPI 3, F508del corr -4.4, RAD52 inh -1, GSIS activator 6, ERAP1 inh 0, XiGFP reactiv 0.4, RAD54 branch -9 and esBAF inh -4.
Screening C[C@H](CO)N1C[C@H](C)[C@@H](CN(C)C(=O)NC2CCCC2)Oc2ncc(-c3ccc(F)cc3)cc2C1=O returned ARNT TACC3 PPI -7, F508del corr 5.4, RAD52 inh 4, GSIS activator -7, ERAP1 inh -2, XiGFP reactiv 0.1, RAD54 branch -7 and esBAF inh 5.
`Cc1cc(C)cc(CC(=O)N2CCC2(C)C(=O)NS(=O)(=O)c2cccc(OC(F)F)c2)c1` (stereo unspecified) gave F508del corr 6.1, RAD52 inh -8, GSIS activator 7, ERAP1 inh 2, XiGFP reactiv 0.0, RAD54 branch 7 and esBAF inh 1.
`Cc1ccc(S(=O)(=O)N2CCC(C(=O)N3CCCCCCC3)CC2)cc1C` gave F508del corr 1.7, RAD52 inh -2, ERAP1 inh -1 and XiGFP reactiv 0.3.
For Cc1ccc(NC(=O)C2(C)CCCN2C)cc1C (stereo unspecified) the results were F508del corr 0.5, RAD52 inh 9, GSIS activator -1, ERAP1 inh 2, XiGFP reactiv 0.9, RAD54 branch 5 and esBAF inh 0.
`CCOC(=O)C(=Cc1ccc(-n2cncn2)cc1)C(=O)OCC` gave ARNT TACC3 PPI 0, F508del corr 2.6, RAD52 inh -6, GSIS activator -25, ERAP1 inh -1, XiGFP reactiv 0.6, RAD54 branch -11 and esBAF inh 12.
C[C@@H]1CN([C@H](C)CO)C(=O)Cc2cc(NC(=O)C3CC3)ccc2O[C@@H]1CN(C)C(=O)Nc1ccccc1 was read as ARNT TACC3 PPI 2, F508del corr -1.7, RAD52 inh -7, GSIS activator 14, ERAP1 inh 0, XiGFP reactiv 0.0, RAD54 branch -17 and esBAF inh -2.
CO[C@H](CN(C)C(=O)Nc1ccc(Cl)cc1)[C@H](C)CN(Cc1ccccc1Cl)[C@@H](C)CO was read as ARNT TACC3 PPI 10, F508del corr -1.5, RAD52 inh 6, GSIS activator -23, ERAP1 inh -3, XiGFP reactiv 0.0, RAD54 branch 2 and esBAF inh 3.
`C[C@H]1CN([C@@H](C)CO)C(=O)c2cc(-c3ccccc3F)cnc2O[C@@H]1CN(C)Cc1cccc(F)c1` gave ARNT TACC3 PPI 2, F508del corr 0.5, RAD52 inh 13, ERAP1 inh 0, RAD54 branch -2 and esBAF inh -5.
Screening O=C(NC1CCC1)[C@@H]1[C@@H](CO)[C@@H]2Cn3c(ccc(-c4ccc(F)cc4)c3=O)[C@H]1N2 returned ARNT TACC3 PPI -7, RAD52 inh -16, GSIS activator 7, ERAP1 inh -1, XiGFP reactiv 0.2, RAD54 branch 2 and esBAF inh 2.
For Cc1cc(S(=O)(=O)N2CCN(Cc3ccccc3)CC2)c(C)s1 the results were ARNT TACC3 PPI -1, F508del corr 0.8, RAD52 inh 21, GSIS activator -5, ERAP1 inh -13, XiGFP reactiv 0.1, RAD54 branch -9 and esBAF inh 4.
For COc1cccc(CNC(=O)[C@@H]2CCCN2C(=O)[C@@H]2CCCN2S(=O)(=O)c2ccc(OC)c(C)c2)c1 the results were F508del corr -0.3, RAD52 inh -16, GSIS activator 8 and XiGFP reactiv 0.0.
O=C(CSc1nc(C2CCCCC2)nc2ccccc12)NCc1ccc2c(c1)OCO2 was read as ARNT TACC3 PPI -6, F508del corr 2.5, RAD52 inh -12, GSIS activator -13, ERAP1 inh 2 and XiGFP reactiv 0.0.
For NS(=O)(=O)c1ccc(NC(=O)Nc2cccc(Cl)c2)cc1 the results were ARNT TACC3 PPI -4, F508del corr 4.3, RAD52 inh 0, GSIS activator -4, ERAP1 inh -7 and XiGFP reactiv 0.1.
`CN1CCN(C(=O)CCN2C(=O)/C(=C/c3cccc(Br)c3)SC2=S)CC1` gave F508del corr -1.2, RAD52 inh -16, GSIS activator -7, ERAP1 inh 3, XiGFP reactiv 0.1, RAD54 branch 20 and esBAF inh 10.
